# ERAP1 inh – inhibitors of human ERAP1 aminopeptidase; inhibition, % at 10.7 µM; Q9NZ08; AID 652197; 0.15% of 340,000 active; recombinant ERAP1, Leu-AMC fluorescence, 60 min;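 active = mean replicate inhibition of at least 30%, or all replicates individually reaching that 30% level; inactive = mean below 30% and not every replicate reaching it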;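 also: 0% = neutral control wells and 100% = L-leucinethiol positive control wells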
# ARNT TACC3 PPI – disrupts binding between human ARNT and TACC3; Q9Y6A5; AlphaScreen His-ARNT PAS-B/GST-TACC3 binding, luminescence; TACC3 fragment carries E629A point mutation; inhibition, % at 9.99 µM; 0.66% of 390,000 active;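 active = mean inhibition of replicates at least 50% and at least half of replicates each reaching 50%; inconclusive = half or more replicates reach 50% but mean below 50%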;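 also: 0% = complete ARNT plus TACC3 wells and 100% = ARNT alone without TACC3; many hits fall short of the cut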
# esBAF inh – inhibitors of esBAF chromatin remodeling in mouse ES cells | Bmi1-luciferase knock-in reporter, 24 h; 100% = twice the neutral-well signal | reporter increase, % at 12.5 µM | 2% of 350,000 active; in the data active = activation above about 40%; inconclusive = no clear call, values can overlap the other calls;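 also: 0% = median of the plate's neutral control wells and 100% = double that signal; a rise in the Bmi1 reporter signal indicates esBAF inhibition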
# Xi reactivation – X-chromosome reactivation activator; XiGFP mouse fibroblasts, % GFP-positive cells imaging, 3 d; cells co-treated with 5-aza-dC sensitizer; scaled so ellipticine positive control = 100%; 0.055% of 360,000 active; activation, % at 7.58 µM; AID 743238;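 active = mean normalized replicate activation at least 10% and every replicate at or above 10%; inconclusive = only one of the two criteria met; inactive = mean below 10% and not all replicates reach 10%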;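 also: 0% = median of on-plate neutral control wells and 100% = ellipticine 6 µM median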
#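 assay system = SV40-immortalized XiGFP fibroblast cells, line 68-5-11 | buffer or medium = DMEM plus 5-aza-dC sensitizer | doses = single-point pinned compound dosing | times = 3-day compound exposure, then 15 min fixation at room temperature | benchmarks = positive control ellipticine, 6 µM final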
# F508del corr – CFTR F508del correction in bronchial cells | CFBE cells, YFP halide quenching; stimulated with forskolin plus potentiator P3; % fluorescence drop versus neutral controls | activity (quench increase), % at 7.58 µM | 0.36% of 350,000 active;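 active = mean added fluorescence quench of at least 8% versus neutral control, with both replicates also reaching 8%; inconclusive = only one of the mean or replicate conditions met; inactive = mean below 8% and not both replicates reaching 8%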;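 also: cells transiently co-express mutant CFTR-F508del with the halide-sensitive YFP; corrector assay measuring rescue of mutant channel to the surface after 24 h compound exposure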
# RAD52 inh – inhibitors of human RAD52 DNA annealing. 0.46% of 360,000 active. inhibition, % at 18.7 µM. P43351. recombinant RAD52 DNA annealing, FRET fluorescence;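 active = every replicate showing at least 50% inhibition; inconclusive = mean inhibition at least 50% but not in every replicate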
# Target sequence (P43351 whole entry, looked up): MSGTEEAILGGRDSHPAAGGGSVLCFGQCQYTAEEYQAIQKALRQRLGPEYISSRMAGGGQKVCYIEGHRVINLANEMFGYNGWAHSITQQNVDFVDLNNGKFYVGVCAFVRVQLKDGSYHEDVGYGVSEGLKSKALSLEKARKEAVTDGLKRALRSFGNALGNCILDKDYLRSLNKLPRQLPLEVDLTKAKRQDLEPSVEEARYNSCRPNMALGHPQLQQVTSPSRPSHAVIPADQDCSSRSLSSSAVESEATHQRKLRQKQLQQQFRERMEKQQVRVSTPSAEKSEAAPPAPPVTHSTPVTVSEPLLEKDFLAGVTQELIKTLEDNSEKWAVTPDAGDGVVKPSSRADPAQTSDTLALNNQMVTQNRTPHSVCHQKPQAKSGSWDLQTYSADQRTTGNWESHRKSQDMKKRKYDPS
# RAD54 inh – RAD54 (human) branch migration inhibition; 0.14% of 360,000 active; inhibition, % at 10.4 µM; RAD54 Holliday junction branch migration, FAM/BHQ fluorescence;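 active = mean normalized replicate activity at least 40 and at least half of replicates scoring 40 or more; inconclusive = only one of the two criteria met; inactive = mean below 40 and under half of replicates reaching 40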;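 also: 0% = median of neutral control wells and 100% = median of positive control wells; inhibitors cause a drop in the FAM fluorescence signal; in these data hits start at about 50%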
# GSIS activator – GLuc luminescence reporter in INS-1E cells, primary screen for activators of glucose-dependent secretion of insulin. INS-1E GLuc reporter insulin secretion, 2-3 h. activation, % at 16.6 µM. 0.61% of 370,000 active. AID 743287;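 active = lowest replicate activation of at least 40%, so every replicate reaches that level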;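 also: 0% = median of neutral control wells and 100% = median of IBMX positive control wells; some compounds called inactive have numbers as strong as hits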
# * hit, by the source's call; i = inactive; ? = inconclusive; / = no result given.
# Each structure is followed by: RAD54 inh, ARNT TACC3 PPI, GSIS activator, F508del corr, Xi reactivation, RAD52 inh, esBAF inh, ERAP1 inh
O=C(Nc1ccc2c(c1)[C@@H]1C[C@@H](CC(=O)N3CCc4ccccc4C3)O[C@H](CO)[C@@H]1O2)Nc1ccccc1F
    5, -3, -17, -0.4, 0.0, 5, 3, -3
Cc1ccc(N2CCN(S(=O)(=O)c3ccc4oc(=O)ccc4c3)CC2)c(C)c1
    -18, 8, -4, 1.1, 0.1, -14, -1, -2
COc1ccc(CCNC(=O)CSc2cccc3cccnc23)cc1OC
    7, /, 41*, -0.5, 0.0, -5, -9, 2
CC(=O)c1cccc(NC(=O)COC(=O)c2ccc(S(C)(=O)=O)c([N+](=O)[O-])c2)c1
    /, /, 48*, -1.2, 0.0, -3, /, -2
CCC(=O)N1C[C@H](C)[C@H](OC)CN(C)C(=O)c2ccc(NC(=O)c3cc(C)on3)cc2OC[C@H]1C
    3, 1, 9, 1.4, 0.2, /, -5, /
O=C(NCCC1=CCCCC1)c1cc(S(=O)(=O)N2CCOCC2)c(Cl)cc1Cl
    -12, -3, 21, 4.7, -0.1, -5, -7, 0
CCc1ccc(NC(=S)NC2CC3CCCC(C2)N3Cc2cccs2)cc1 (configuration not stated)
    15, 5, -56, 0.0, /, -7, 4, 3
Cn1cccc1Cc1nnc(SCC(=O)NCC2CCCO2)n1C (configuration not stated)
    /, -14, 4, 3.0, 0.0, -8, /, 1
C[C@@H]1CN([C@@H](C)CO)S(=O)(=O)c2ccc(C#CCC3CCCC3)cc2O[C@H]1CN(C)C(=O)CC1CC1
    -16, 4, -14, -0.4, -0.4, 1, 12, 1
CCOC(=O)C1CCCN(C(=O)CCCn2nnnc2CN2CCOCC2)C1 (configuration not stated)
    0, -12, 1, -3.1, 0.0, 1, 1, 0
COc1ccc(NC(=O)N(C)C[C@@H]2Oc3c(NC(=O)Nc4ccccc4)cccc3C(=O)N([C@H](C)CO)C[C@@H]2C)cc1
    -5, 2, -5, 4.1, -1.2, 2, 2, -7
Cc1ccc(C2(C)NC(=O)N(CC(=O)Nc3ccccc3C(=O)NC3CCCC3)C2=O)cc1 (configuration not stated)
    3, 8, 8, 0.0, -0.1, -3, /, 1
C[C@@H]1CN([C@@H](C)CO)C(=O)c2cc(NC(=O)CCC(F)(F)F)ccc2O[C@@H]1CN(C)S(C)(=O)=O
    1, -7, -4, -0.1, 0.3, -8, -3, 2
CCc1ccc(NC(=O)CSCCO)cc1
    -2, -3, 10, -1.3, 0.1, -10, 4, 1
CCC(=O)NC[C@@H]1[C@H](c2ccc(C3=CCCC3)cc2)[C@@H](CO)N1C(C)=O
    1, -6, 20, -0.7, 0.1, -4, -2, 1
CCc1nnc(NC(=O)CN2C(=O)/C(=C/c3cc(OC)c(OC)c(OC)c3)SC2=S)s1
    -8, 10, 4, /, 0.0, -127, /, 11
Cc1ccc(/C=N/NS(=O)(=O)c2ccc([N+](=O)[O-])cc2)o1
    1, -3, 1, /, 0.2, /, /, /
C[C@@H]1CN([C@H](C)CO)C(=O)c2cccc(NS(=O)(=O)c3ccccc3)c2O[C@H]1CN(C)CC1CCCCC1
    -8, 23, 0, 0.5, 0.2, 24, 0, 0
CCOc1cc(N2CCOCC2)c(OCC)cc1NC(=O)c1ccc(S(C)(=O)=O)cc1
    -4, -4, 10, -2.3, 0.1, -17, -9, 4
COc1ccc(NC(=O)CSCC(=O)Nc2cccc3ncccc23)cc1
    -7, -4, 18, 0.8, 0.3, -42, -11, 4
CCOC(=O)N1CCN(CC(O)COc2cc(C)ccc2C(C)C)CC1 (configuration not stated)
    /, -16, /, /, 0.2, -14, /, -9
CC(=O)N(CCN(C)C)c1nc2cc3c(cc2s1)OCCO3
    38, /, 5, 2.8, 0.0, 55*, -7, 2
CCC1Nc2ncnc(N3CCN(c4ccccc4)CC3)c2N(Cc2ccc(Cl)cc2)C1=O (configuration not stated)
    -3, -14, -5, -4.9, 0.0, -14, -8, 9
O=C(CSc1nc2ccccc2c(=O)n1-c1ccccc1)N1CCC1
    /, -1, 19, -3.6, 0.0, -3, /, -2
CCOc1ccccc1N1CCN(C(=O)NCc2ccc(C)cc2)CC1
    -2, -14, -9, 1.7, 0.0, -4, 0, -4
COC(=O)[C@]12C[C@H](CC(=O)NCCCCc3ccccc3)C(=O)N(Cc3ccccc3)C1=C[C@H](C(C)C)O[C@@H]2C1CC1
    /, /, /, -0.8, 0.2, 7, /, -3
Cn1c(=O)[nH]c(=O)c2c1nc(SCCN1CCOCC1)n2CCCc1ccccc1
    4, 28, /, 0.8, ?, 3, -13, 1
COc1cc(C(O)c2nc(-c3cc4ccccc4o3)cs2)ccc1F (configuration not stated)
    -7, /, -32, 2.2, 0.5, -66, 22, -1
CN(C(=O)COC(=O)C1CCN(S(=O)(=O)c2ccc3c(c2)OCCO3)CC1)C1CCCCC1
    /, -1, -4, -0.4, -0.1, -17, /, 0
COCCNC(=O)C[C@H]1CC[C@H]2[C@@H](COc3ccc(NC(=O)C4CCOCC4)cc3C(=O)N2C)O1
    -8, -3, 3, -0.7, 0.0, -11, -4, 1
COc1ccc(C(=O)NNC(=O)CCc2nc3ccccc3c(=O)[nH]2)cc1
    -2, 6, -7, 0.3, 0.6, -36, /, 1
COc1ccc(NC(=O)N(C)C[C@H]2Oc3ccc(NC(=O)c4ccncc4)cc3CC(=O)N([C@H](C)CO)C[C@H]2C)cc1
    -3, -5, 23, 3.1, -0.2, 2, 2, 5
COc1cc(NC(=O)CNc2cccc(S(=O)(=O)N3CCOCC3)c2)cc(OC)c1
    7, /, -5, 3.2, 0.0, -18, 6, -1
CC(C)C#Cc1cnc2c(c1)C(=O)N([C@@H](C)CO)C[C@H](C)[C@@H](CN(C)Cc1ccccn1)O2
    -18, 4, -6, -0.3, -0.1, -12, -4, -2
COc1ccc(C2CC(c3ccccc3)=NN2C(=O)CSc2nccc(=O)[nH]2)cc1 (configuration not stated)
    -14, -4, 5, 1.1, 0.0, -21, 12, 1
O=C(Nc1ccccc1)Nc1n[nH]c2nnc(-c3ccccc3)c(-c3ccccc3)c12
    -6, -2, /, -5.3, 0.0, -4, 5, 1
O=C1/C(=C\c2ccc(Cl)cc2)CCC1CNc1ccc(Cl)cc1 (configuration not stated)
    /, -9, /, 0.3, 0.0, -19, /, -3
C[C@H]1CN([C@@H](C)CO)C(=O)Cc2cc(NC(=O)Cn3cnnn3)ccc2O[C@@H]1CN(C)C(=O)Nc1ccccc1
    9, -9, 16, 0.2, -0.2, -17, 4, 2
CCOc1ccc(C(=O)NCCN(C)C)cc1
    3, 3, 6, /, /, /, -2, /
C[C@@H]1CNC(=O)c2c(C(=O)N(C)Cc3ccccc3)ncn21
    /, /, -35, 1.3, 0.1, -5, /, -2
CN1CCCC(OC(=O)c2ccc(C#N)cc2)C1 (configuration not stated)
    -4, -4, 57*, -3.0, 0.2, -14, 1, -2
O=C(CN1C(=O)NC2(CCCC2)C1=O)N1CCN(S(=O)(=O)c2cccc(C(F)(F)F)c2)CC1
    -1, /, -7, 1.2, -0.1, -9, -1, -2
CC(=O)N(C)C[C@H]1Oc2ncc(C#Cc3cccnc3)cc2C(=O)N([C@H](C)CO)C[C@H]1C
    -1, 0, 0, -1.7, 0.5, 19, 1, -1
COC(=O)[C@]12CCCCC=C1N(CCC1=CCCCC1)C(=O)[C@H](CC(=O)NCc1cccs1)C2
    /, /, -34, 1.0, -0.1, -12, /, -1
CO[C@@H]1CN(C)C(=O)c2cc(NS(C)(=O)=O)ccc2OC[C@@H](C)N(C(=O)CC2CC2)C[C@@H]1C
    -5, 1, 24, 1.1, 0.0, -8, 0, 4
CN1C(=O)CSC1=Nc1ccc(Br)cc1
    5, -1, 10, 0.6, 0.0, -16, 4, -4
N#Cc1ccccc1COC(=O)c1ccc2c(c1)OCO2
    -2, -8, 13, -1.6, 0.0, -15, 15, 0
COc1ccc(C(=O)CCC(=O)N2CCN(c3cc(C)ccc3C)CC2)cc1
    1, 1, 5, -2.4, -0.1, -20, -4, 0
CN1CCN(C(=O)CC2(CC(=O)O)CCCC2)CC1
    /, -2, 24, 1.6, 0.0, -3, /, 0
CCOC(=O)c1cc(NC(=O)Nc2ccccc2OC)c(C)nc1C
    -1, -3, -3, /, /, /, -5, /
C[C@@H]1CN([C@H](C)CO)C(=O)c2cc(NS(=O)(=O)c3ccccc3)ccc2O[C@@H](C)CCCCO[C@H]1CN(C)Cc1ccc2c(c1)OCO2
    -8, 4, 8, 3.3, 0.2, 36, -7, -4
CC1=CN2C(=N)/C(=C/c3ccc([N+](=O)[O-])o3)C(=O)N=C2S1
    /, 8, -40, /, 0.2, i, /, 4
O=C(C[C@H]1CC[C@H](NC(=O)C2CCC2)[C@H](CO)O1)Nc1nccs1
    0, -8, 3, -0.1, -0.5, -7, 0, 2
C#CCOCCOCCOCCNc1nc(N2CCN(C(=O)[C@H](CCCCN)n3cc(CN)nn3)CC2)nc(N2CCN(C(=O)[C@H](CCCCN)n3cc(CN)nn3)CC2)n1
    -19, 14, 5, 3.4, -0.1, 61*, -8, -6
CC(C)c1[nH]nc2c1C(c1ccc3c(c1)OCO3)NC2=O (configuration not stated)
    /, /, 31, -5.9, 0.1, -2, /, -2
CCOC(=O)N1CCC(N(CCOC)C(=O)Nc2ccc(Cl)cc2)CC1
    -4, 1, -39, 0.7, /, -12, 3, -4
COc1ccc(C2C(C#N)=C(N)N(c3ccccc3C#N)C3=C2C(=O)CCC3)cc1CN1CCCC1 (configuration not stated)
    /, 15, -5, 0.3, 0.1, -11, /, -3
O=C(NC(c1ccccc1)c1ccccc1)c1ccc(S(=O)(=O)C(F)F)cc1
    1, -7, -15, /, /, /, -6, /
Cc1cc2c(cc1C)C(c1cc(Br)ccc1F)CC(=O)N2 (configuration not stated)
    /, -5, /, /, 0.2, 3, /, -1
CSCCNC(=O)c1ccc(OC2CCN(CCc3ccccc3)CC2)cc1
    /, 16, 3, 1.4, -0.3, -41, 6, 2

# Continuation:
# Each structure is followed by: RAD54 inh, ARNT TACC3 PPI, GSIS activator, F508del corr, Xi reactivation, RAD52 inh, esBAF inh, ERAP1 inh
Cc1ccc(S(=O)(=O)NC2CC(C)(C)NC(C)(C)C2)c(C)c1C
    -14, -8, -3, -8.1, -0.1, -12, -4, 0
C[C@@H]1CN([C@@H](C)CO)C(=O)c2cc(NC(=O)c3ccncc3)ccc2O[C@@H](C)CCCCO[C@H]1CN(C)C(=O)Nc1ccc2c(c1)OCO2
    8, -11, 1, -2.0, 0.0, -2, 7, 1
FC(F)(F)c1cnc(Sc2nc3nccc(-c4ccc(Cl)cc4)n3n2)c(Cl)c1
    8, 5, 6, /, /, /, 0, /
Cc1ccc(-c2ccc3c(c2)O[C@@H](CN(C)C(=O)Nc2ccccc2)[C@H](C)CN([C@@H](C)CO)S3(=O)=O)cc1
    -3, -6, -32, 3.3, -0.8, 0, 0, 3
C[C@H](CO)N1C[C@H](C)[C@@H](CN(C)Cc2ccc3c(c2)OCO3)OCCCC[C@H](C)Oc2ccc(NC(=O)C3CCCCC3)cc2C1=O
    2, 0, -14, 0.8, -0.1, -3, -2, -2
O=C(O)c1ccc(COc2cccc(CO)c2)cc1
    0, -1, -1, 1.1, /, -7, 19, -2
CN(C)S(=O)(=O)c1ccc2oc(SCC(=O)Nc3ccccc3F)nc2c1
    /, -8, -5, -2.8, 0.3, -11, 56*, 1
